Bioassay records (PubChem BioAssay)
RGS4 inhibitor: Inhibitors of Regulator of G Protein Signaling (RGS) 4: qHTS. Regulator of G-protein signaling 4 (Homo sapiens), P49798. 390,000 tested, 0.039% active. Potency, µM (titrated, usually from 114 µM), without a hit: top-dose activity change, negative = inhibition, hits mostly inhibitors. AID 504845, 2011. Transcreener GDP fluorescence polarization, RGS4-accelerated GTP hydrolysis; note: % is set by controls: 0 for no effect and ±100 for the full control effect; nearly all actives have a fitted effect of over 75% in size; some results filed as inactive show a strong effect at the top dose
Target sequence (P49798 whole entry, looked up): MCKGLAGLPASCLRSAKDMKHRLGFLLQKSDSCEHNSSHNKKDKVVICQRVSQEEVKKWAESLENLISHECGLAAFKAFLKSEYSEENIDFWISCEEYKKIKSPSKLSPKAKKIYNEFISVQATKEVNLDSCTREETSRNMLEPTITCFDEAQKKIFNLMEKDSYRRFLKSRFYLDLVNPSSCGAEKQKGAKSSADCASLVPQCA
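MLSMR compounds (23 nl, pin-transferred) preincubated 10 min at room temperature with a 500nM (2x) first reagent, then RGS4 at 900nM (2x) plus Transcreener GDP mix added; fluorescence polarization (620/688 nm) read before and after 90 min at 30 °C.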
JMJD2A Tudor inh: qHTS Assay for Inhibitors of JMJD2A-Tudor Domain | AlphaScreen JMJD2A-Tudor / H3K4me3 peptide binding | 390,000 tested, 4.4% active | Lysine-specific demethylase 4A (Homo sapiens), O75164 | Potency, µM (titrated, usually from 114 µM), inactives show at the highest dose activity change, negative = inhibition, hits mostly inhibitors | AID 504339, 2011; note: % is set by controls: 0 for no effect and ±100 for the full control effect; nearly all actives have a fitted effect of over 50% in size
Pin1 inhibitor: qHTS Assay to Find Inhibitors of Pin1. Peptidyl-prolyl cis-trans isomerase NIMA-interacting 1 (Homo sapiens), Q13526. Pin1 FP peptide displacement, HiFluor488, 10 min. Potency, µM (highest dose often 115 µM), for the others: at the highest dose activity, negative = inhibition, usual class: inhibitors. 390,000 tested, 0.009% active. AID 504891, 2011; active = well fitted inhibition curve with a large enough effect in the polarisation, with a control signal flat, not every such curve was filed as active; inconclusive = small, poorly fitted or top-dose-only effect, or effect the other way, or a change in a side signal; inactive = no such curve, though single readings can be large or run the other way; the % refers to the polarisation; note: % is set by controls: 0 for no effect and ±100 for the full control effect
ERG-DNA inh: qHTS for Small Molecule Inhibitors of the ERG Ets/DNA interaction | Transcriptional regulator ERG (Homo sapiens), P11308 | Potency, µM (doses to about 76.9 µM), for inactives: top-dose FP activity, negative = inhibition, actives largely listed as inhibitors | 370,000 tested, 0.028% active | AID 624246, 2012 | fluorescence polarization, His-ERG Ets domain / labelled DNA; active = well fitted inhibition curve with a large enough effect in the polarisation, with a control signal flat; inconclusive = small, poorly fitted or top-dose-only effect, or effect the other way, or a change in a side signal; inactive = no such curve, though single readings can be large or run the other way; the % refers to the polarisation;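 note: polarization taken with two DNA probes labelled with fluorescein and Texas red; % of control where 0% means no effect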
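His-tagged ERG Ets domain (1 uM in the protein solution; 300mM KCl, 50mM Tris-HCl, 1mM EDTA, 1mM DTT, pH 7.5) received compound, then a probe mix of 5 nM fluorescein-DNA and 100nM Texas-615-DNA. Fluorescence polarization was read for both dyes.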
GLS inhibitor: qHTS for Inhibitors of Glutaminase (GLS). GLS enzymatic activity, qHTS titration. Potency, µM (top dose mostly 45.5 µM), inactives show top-dose activity change, negative = inhibition, most hits filed as inhibitors. 410,000 tested, 0.21% active. AID 624170, 2012; note: % is set by controls: 0 for no effect and ±100 for the full control effect
Target sequence (O94925 whole entry, looked up): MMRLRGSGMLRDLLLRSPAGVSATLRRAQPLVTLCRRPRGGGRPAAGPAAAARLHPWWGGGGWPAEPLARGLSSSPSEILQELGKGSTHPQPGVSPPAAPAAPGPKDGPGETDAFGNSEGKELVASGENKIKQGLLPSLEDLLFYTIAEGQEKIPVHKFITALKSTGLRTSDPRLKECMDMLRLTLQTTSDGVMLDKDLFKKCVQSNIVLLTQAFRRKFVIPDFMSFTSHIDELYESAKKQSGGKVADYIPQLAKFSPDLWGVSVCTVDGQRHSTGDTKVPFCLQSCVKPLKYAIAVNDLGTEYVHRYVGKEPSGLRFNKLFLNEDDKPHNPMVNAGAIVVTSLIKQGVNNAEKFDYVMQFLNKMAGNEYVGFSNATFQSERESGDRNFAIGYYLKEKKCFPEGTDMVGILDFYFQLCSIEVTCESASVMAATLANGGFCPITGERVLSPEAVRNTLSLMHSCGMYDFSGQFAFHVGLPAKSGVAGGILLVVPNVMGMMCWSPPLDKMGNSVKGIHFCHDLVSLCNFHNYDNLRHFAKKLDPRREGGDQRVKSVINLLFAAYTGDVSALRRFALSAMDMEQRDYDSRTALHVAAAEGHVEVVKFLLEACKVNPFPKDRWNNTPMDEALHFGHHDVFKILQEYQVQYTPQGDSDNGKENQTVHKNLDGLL
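Enzyme dispensed in phosphate buffer (45 mM, pH 8.2, 0.02% Tween-20), compounds pinned in, then 1 mM L-glutamine solution and the glutamate oxidase–HRP–Amplex Red mix added; fluorescence read immediately and again after 30 min at room temperature.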
Tb PGK inh: qHTS Assay to Find Inhibitors of Phosphoglycerate Kinase; 380,000 tested, 0.043% active; Potency, µM (top dose mostly 57.5 µM), for inactives: at the highest dose activity change, negative = inhibition, actives largely listed as inhibitors; AID 602233, 2012; Phosphoglycerate kinase, glycosomal (Trypanosoma brucei brucei), P07378; PGK/GAPDH coupled, Kinase-Glo luminescence, 60 min; note: % is set by controls: 0 for no effect and ±100 for the full control effect; nearly all actives have a fitted effect of over 60% in size
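Recombinant glycosomal PGK reaction used 1,3-bisphosphoglycerate generated in-well by GAPDH (100nM final) in 100mM TEA pH 7.6, 5mM MgCl2, 0.01% Tween-20. After 60 minutes at room temperature, ATP was read by Kinase-Glo Plus luminescence end-point.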
TrxR1 inh: qHTS Assay for Inhibitors of Mammalian Selenoprotein Thioredoxin Reductase 1 (TrxR1): qHTS; recombinant rTrxR1, NADPH fluorescence consumption, selenite substrate; 390,000 tested, 1% active; AID 588453, 2011; Potency, µM (highest dose often 114 µM), for inactives: top-dose activity change, negative = inhibition, most hits filed as inhibitors; Thioredoxin reductase 1, cytoplasmic (Rattus norvegicus), O89049; note: % is set by controls: 0 for no effect and ±100 for the full control effect; nearly all actives have a fitted effect of over 65% in size
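Rat TrxR1 (90 nM in the dispensed reagent) was pre-reduced with 400 uM NADPH for 5 min at room temperature, then incubated with compound for 15 min. After 400 uM selenite was added, NADPH fluorescence (Ex 340/Em 450 nm) was followed for 8 min.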
ALOX12 inh: Primary qHTS assay for inhibitors of human arachidonate 12S-lipoxygenase (ALOX12): Round 2. purified 12hLO, xylenol orange hydroperoxide absorbance. Potency, µM (series often up to 108 µM), without a hit: at the top dose activity change, negative = inhibition, actives largely listed as inhibitors. 580,000 tested, 1.1% active; note: % is set by controls: 0 for no effect and ±100 for the full control effect
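Purified human 12hLO at 150 nM in 25 mM Hepes, 0.01% Triton X-100, pH 7.0, preincubated 15 min at room temperature with compound. Reaction started with 40 uM arachidonic acid, 30 min at room temperature. Hydroperoxide measured by Fe-xylenol orange, 573/405 nm absorbance ratio.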
HP1b chromo inh: HTS for Inhibitors of HP1-beta Chromodomain Interactions with Methylated Histone Tails. AlphaScreen HP1-beta / biotin-H3K9me3 peptide binding. 390,000 tested, 0.56% active. Chromobox protein homolog 1 (Homo sapiens), P83916. Potency, µM (highest dose often 114 µM), for the others: at the top dose activity change, negative = inhibition, actives largely listed as inhibitors. AID 540317, 2011; note: nearly all actives have a fitted effect of over 70% in size; inactives centre near 23
Target sequence (P83916 whole entry, looked up): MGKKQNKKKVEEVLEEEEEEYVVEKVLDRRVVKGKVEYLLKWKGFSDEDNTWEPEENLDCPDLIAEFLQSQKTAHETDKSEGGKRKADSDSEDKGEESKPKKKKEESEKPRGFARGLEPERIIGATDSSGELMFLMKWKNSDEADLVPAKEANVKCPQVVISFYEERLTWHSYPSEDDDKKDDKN
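HP1-beta protein (50 nM final) preincubated 30 min at room temperature with biotinylated H3(1-18)K9me3 peptide (50 nM) in PBS pH 7.4, 0.01% Tween-20, then compound added for 30 min. AlphaScreen streptavidin donor/nickel chelate acceptor beads (10 ug/mL final), 30 min dark, luminescence read.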
Numbers without * were called inactive; i = inactive; u = inconclusive; x = no result given; [ ] = remark or other dose. Unless noted, calls come from the whole dose curve; as a rule, active = well fitted curve in the direction sought with a large enough effect; inconclusive = small, poorly fitted or top-dose-only effect, or another doubt; inactive = no such curve, though single readings can be large; an effect the other way counts as inactive or inconclusive. Potency is the fitted concentration of half-maximal effect. This is a subset; count on the stated rates, not on these rows.

SMILES	RGS4 inhibitor	JMJD2A Tudor inh	Pin1 inhibitor	ERG-DNA inh	GLS inhibitor	Tb PGK inh	TrxR1 inh	ALOX12 inh	HP1b chromo inh
C/C(=N/NC(=O)CNC(=O)Cc1ccccc1)c1ccc(Cl)cc1	18%	-17%	-2%	0%	0%	-7%	4%	152%[activator]	24%
COc1ccc(C(=O)NNC(=S)NC(=O)c2ccc(Br)o2)cc1OC	-42%	-21%	-18%	-13%	u	-4%	-8%[57.1 µM]	-23%	5%
CSc1ccccc1C(=O)NC1CCCCCC1	-24%	-9%	-10%	3%	6%	-4%	35%	-5%	14%
O=C(NN=c1c(=O)c2ccccc2c1=O)c1ccccc1	-36%	-6%	6%	x	-1%	-4%	-9%	5%	-8%
Oc1ccc(Cl)cc1CNc1ccccn1	-5%	-15%	1%	1%	13%	-6%	11%	u	30%
Cc1ccc(NC(=O)Cn2cc(S(=O)(=O)c3ccc(C)cc3)c(=O)c3cc(F)ccc32)cc1	-7%	-7%	26%	-6%	-5%	-8%	4%[57.1 µM]	329%[activator]	55%[activator]
CCC(Sc1nnc(-c2ccc(OC)c(OC)c2)c(-c2ccc(OC)c(OC)c2)n1)C(=O)NC1CCCC1 (centres undefined)	-6%	-11%	-6%	0%	-14%	i	3%[57.1 µM]	-14%	27%
COc1cc(NC(=S)N2CCN(c3ccccn3)CC2)cc(OC)c1	-31%	-15%	-1%	-7%	17%	-11%	-10%	14%	3%
O=C(CNC(=O)Cc1ccccc1)N=Nc1c(O)[nH]c2ccccc12	-37%	-7%	1%	-8%	-7%	-5%	u	-22%	26%
COc1ccccc1NC(=O)CSCC(N)=O	-7%	-11%	0%	-5%	3%	-3%	17%[57.1 µM]	10%	11%
COC(=O)c1c(NC(=O)c2ccc(S(=O)(=O)N(C)C3CCCCC3)cc2)sc2c1CCN(C)C2	-9%	-12%	u	9%	4%	-2%	-3%[57.1 µM]	u	39%[activator]
COc1cc2oc(=O)ccc2cc1[C@H](O)[C@@H](O)C(C)(C)O	-10%	-16%	u	41%[activator]	-6%	1%	-11%[57.1 µM]	14%	16%
COc1ccccc1CNC(=O)C1CCN(Cc2cc3ccccc3n2Cc2cccc(C)c2)CC1	16%	-34%	32%[activator]	4%	4%	i	22%[57.1 µM]	-30%	11%
Cc1cccc(OCCc2c(C)[nH]c(=S)[nH]c2=O)c1	-36%	-3%	-8%	28µM*	3%	-1%	-6%[57.1 µM]	u	15%
Cc1cc2oc(=O)cc(-c3ccccc3)c2c(C)c1-c1ccc(N(C)C)cc1	-13%	u	10%	1%	12%	i	16%	-49%	-12%
Cc1ccc(NC(=O)C2CCCN2S(=O)(=O)c2ccc3nc(-c4ccccc4)[nH]c3c2)cc1C (centres undefined)	-2%	-32%	16%	-1%	-10%	-1%	13%	-24%	19%
COc1ccc(OCCCC(=O)ON=C(N)c2ccccc2Cl)cc1	6%	51%[activator]	2%	0%	2%	4%	6%	-1%	57%[activator]
Cc1cc(C(=O)COc2ccc(Br)cc2F)c(C)n1C1CC1	-8%	4%	7%	9%	-1%	-7%	u	-7%	22%
CCN(CC)C(=O)CSc1nnc(CNc2ccc(F)cc2)n1Cc1ccco1	-3%	-9%	-3%	-1%	22%	2%	-35%	0%	41%[activator]
Cc1onc(-c2c(Cl)cccc2Cl)c1C(=O)c1c[nH]c(C(=O)NCCCN2CCOCC2)c1	-16%	-23%	-2%	-9%	10%	-6%	-3%	-29%	14%
O=C(O)c1ccc(Cl)c(S(=O)(=O)NCC2CCCO2)c1 (centres undefined)	21%	-26%	2%	3%	10µM*	-6%	16%	-25%	22%
COc1ccc(-c2nnc(NC(=O)CSc3ccccc3)s2)cc1OC	-15%	-12%	0%	0%	14%	-8%	3%	18%	21%
COc1ccc(NC(=O)Cn2c(=O)n(CCC(=O)NCc3ccccc3OC)c(=O)c3ccccc32)cc1Cl	19%	-6%	18%	1%	12%	-2%	29%	0%	10%
OC(COc1ccccc1)CN1CCN(c2ncccn2)CC1 (centres undefined)	19%	-19%	-5%	-4%	14%	i	28%	-12%	0%
COCCCC1CCN(C(=O)c2cc(COc3cc(C)ccc3C)on2)CC1	12%	45%[activator]	6%	0%	-1%	-8%	7%	-7%	59%[activator]
More compounds.
SMILES	RGS4 inhibitor	JMJD2A Tudor inh	Pin1 inhibitor	ERG-DNA inh	GLS inhibitor	Tb PGK inh	TrxR1 inh	ALOX12 inh	HP1b chromo inh
CC(C)(C)C(=O)Oc1ccc2cc(-c3ccc4ccccc4n3)c(=O)oc2c1	7%	3%	u	6%	8%	8%	13%	2%	61%[activator]
O=C(c1cccs1)c1cn(CCOc2ccccc2F)c2ccccc12	5%	-4%	6%	1%	-11%	-7%	8%	-2%	19%
CCN(C[C@H]1N[C@@](Cc2ccccc2)(C(=O)OC)[C@H]2C(=O)N(C)C(=O)[C@@H]12)C(=O)Nc1ccc(F)cc1	1%	-3%	-9%	0%	-1%	2%	8%	-4%	42%[activator]
Cc1ccc(C)c(NC(=O)CSc2nc(C)cc(C)c2C#N)c1	25%	-12%	3%	x	0%	-7%	15%	-13%	9%
CCn1c(CCc2ccccc2)nc2ccccc21	13%	-16%	-3%	-4%	-19%	-2%	-17%	0%	35%
COc1ccc(N(C)S(=O)(=O)c2ccc3c(c2)oc(=O)n3C)cc1	0%	-23%	1%	0%	-2%	2%	3%	0%	5%
O=C(O)c1ccccc1C(=O)Nc1cccc([N+](=O)[O-])c1	6%	-6%	-8%	2%	6%	3%	4%[57.1 µM]	6%	38%
CCOC(=O)N1CCN(C(=O)c2ccc(Cn3c(=S)[nH]c4cc(C(=O)OC)ccc4c3=O)cc2)CC1	-20%	-2%	0%	-10%	-3%	-9%	13%	1%	22%[57 µM]
Cc1cc(C)n(CCNS(=O)(=O)c2ccc(Cl)cc2)n1	19%	0%	-19%	-5%	5%	5%	32%	474%[activator]	44%[activator]
c1nnnn1C12CC3CC(CC(C3)C1)C2	2%	17%	-5%	-12%	-6%	-1%	-2%	1%	14%
COc1ccc(CNC(=O)CN(C(=O)CCC(=O)Nc2ccccn2)c2ccccc2OC)cc1	10%	-21%	-1%	-3%	4%	0%	6%[57.1 µM]	0%	12%
CC(=O)c1ccc(N2CCN(c3ccc(S(=O)(=O)NCCN(C)C)cc3[N+](=O)[O-])CC2)cc1	-7%	-7%	-1%	5%	-2%	-7%	-4%	u	32%
CC(C)CC[n+]1ccn(-c2nc3ccccc3nc2[N-]S(=O)(=O)c2ccccc2)c1	-14%	-1%	-12%	x	-7%	x	9%	0%	43%[activator]
CCOc1ccc(/C=N/NC(=O)c2ccc(CSc3nc4ccccc4[nH]3)cc2)cc1	-14%[11.4 µM]	2%	9%	-7%	5%	1%	18%	6%	10%
Cc1[nH]n(C(N)=S)c(=O)c1N=Nc1ccc(Cl)cc1Cl	-37%	u	-4%	4%	14%	0%	8%	-80%	-6%
O=C(N/N=C/c1cccc(O)c1)c1ccc(COc2ccc3c(c2)CCC3)o1	21%	-25%	1%	-1%	-1%	3%	7%[57.1 µM]	0%	-3%
CCc1ccc(C(=O)Nc2cc3c(cc2Cl)OCCCO3)cc1	-15%	34%	0%	-1%	1%	-11%	32%[57.1 µM]	0%	67%
O=C(Cn1nnc2ccccc2c1=O)NCc1ccc(Cl)cc1	-5%	-22%	-5%	2%	1%	-4%	-4%[57.1 µM]	-18%	7%
COc1ccc(COC(=O)C2CCN(S(=O)(=O)c3ccc(C)cc3)CC2)cc1	17%	19%	4%	2%	3%	5%	9%	-12%	59%[activator]
O=C(NCCC(c1ccccc1)c1ccccc1)c1cccs1	-20%	19%	-3%	-2%	-13%	i	6%[57.1 µM]	-1%	69%[activator]
Cc1noc(C)c1C(=O)N1CCc2ccccc2C1	14%	-6%	-6%	3%	2%	-4%	24%	0%	26%
Cc1ccc(NS(=O)(=O)c2cc(NC(=O)c3cc(=O)[nH]c(=O)[nH]3)ccc2Cl)c(C)c1	10%[11.4 µM]	-1%[11.4 µM]	21%	13%	24%	-8%	30%	-27%	58%[activator]
O=C(CN1C(=O)C2CC=CCC2C1=O)Nc1ccc(S(=O)(=O)NC2=NCCCCC2)cc1 (centres undefined)	8%[11.4 µM]	1%[11.4 µM]	-3%	-1%	1%	-4%	-4%	-10%	27%
CN1CCN(C(=O)C2=C[C@H](c3ccc4c(c3)OCO4)C[C@H](OCCCCO)O2)CC1	12%	-9%	-14%	4%	0%	0%	4%	u	42%[activator]
CCCCOc1ccc(C2C3CN(C(=O)OCC)CC=C3C(C#N)=C(N)C2(C#N)C#N)cc1OC (centres undefined)	-8%	-17%	u	2%	4%	i	0%	u	26%
